# From PubChem BioAssay
# PrPC surface inh = reduces human prion protein on the cell surface. cell surface PrPC, TR-FRET read-out. inhibition, % at 13.8 µM. hit rate 0.43% among 370,000; in the data active means inhibition above about 24%; further: 0% = median of the test wells and 100% = reference compound wells
# Mtb UGM inh = inhibitors of M. tuberculosis UDP-galactopyranose mutase. inhibition, % at 10 µM. purified UGM, fluorescence polarization probe displacement. P9WIQ1. hit rate 0.06% among 320,000; in the data active means inhibition above about 10%, passing the limit was not always enough; inconclusive means no clear call, values can overlap the other calls
# Target sequence (P9WIQ1 whole entry, looked up): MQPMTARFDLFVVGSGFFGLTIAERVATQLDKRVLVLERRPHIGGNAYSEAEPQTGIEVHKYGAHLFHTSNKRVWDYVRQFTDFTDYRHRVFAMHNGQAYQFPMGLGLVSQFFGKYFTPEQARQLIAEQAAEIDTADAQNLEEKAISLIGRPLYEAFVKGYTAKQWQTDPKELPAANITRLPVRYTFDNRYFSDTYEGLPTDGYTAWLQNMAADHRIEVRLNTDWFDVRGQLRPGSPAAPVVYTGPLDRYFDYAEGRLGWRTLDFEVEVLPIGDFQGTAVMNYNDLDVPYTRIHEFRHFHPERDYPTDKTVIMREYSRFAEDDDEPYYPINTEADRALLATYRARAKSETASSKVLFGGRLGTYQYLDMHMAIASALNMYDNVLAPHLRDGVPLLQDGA
# BoNT A protease = inhibitors of Botulinum neurotoxin A light chain protease; multiplex microsphere protease substrate cleavage, flow cytometry; inhibition, % at 10 µM; hit rate 0.17% among 360,000; in the data active means inhibition above about 30%; inconclusive means no clear call, values can overlap the other calls; further: plate controls were buffer without enzyme for full effect and enzyme alone for no effect
# Mtb FBA inh = inhibitors of M. tuberculosis fructose-bisphosphate aldolase; purified M. tuberculosis FBA, fluorescence read-out; inhibition, % at 1 µM; hit rate 2.3% among 360,000; in the data active means inhibition above about 27%;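 further: 0% = vehicle and 100% = reference inhibitor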
# Target sequence (P9WQA3 whole entry, looked up): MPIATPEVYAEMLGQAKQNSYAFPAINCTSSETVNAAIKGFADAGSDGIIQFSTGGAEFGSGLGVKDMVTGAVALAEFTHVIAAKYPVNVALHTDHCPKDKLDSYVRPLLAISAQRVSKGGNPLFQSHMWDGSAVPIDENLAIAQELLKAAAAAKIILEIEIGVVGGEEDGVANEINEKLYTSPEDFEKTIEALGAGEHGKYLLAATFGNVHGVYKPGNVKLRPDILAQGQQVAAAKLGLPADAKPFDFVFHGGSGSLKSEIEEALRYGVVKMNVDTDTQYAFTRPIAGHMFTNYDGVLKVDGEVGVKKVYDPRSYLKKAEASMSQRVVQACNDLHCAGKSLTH
# BioA inh = blocks M. tuberculosis BioA enzyme activity; purified M. tuberculosis BioA enzyme, plate reader; inhibition, % at 9.99 µM; hit rate 0.096% among 360,000; AID 602481; in the data active means inhibition above about 40%; inconclusive means no clear call, values can overlap the other calls
# CCHFV vOTU inh = CCHFV vOTU protease inhibition | Pep-AMC fluorescence | inhibition, % at 11.5 µM | hit rate 0.55% among 370,000 | AID 651958; further: 0% = vehicle wells with enzyme and 100% = no enzyme wells
# FadD28 binding = blocks FadD28 binding to the bisubstrate probe. AID 588549. inhibition, % at 12.5 µM. hit rate 0.22% among 360,000. fluorescence polarization; in the data active means inhibition above about 8.5%, passing the limit was not always enough; inconclusive means no clear call, values can overlap the other calls
# BoNT-F LC inh = inhibitors of Botulinum neurotoxin F light chain protease. Multiplex microsphere protease cleavage assay, flow cytometry. inhibition, % at 10 µM. hit rate 0.22% among 360,000. AID 588497; in the data active means inhibition above about 35%, passing the limit was not always enough; inconclusive means no clear call, values can overlap the other calls; further: plate controls were buffer without enzyme for full effect and enzyme alone for no effect
# GDH-TPI inh = GDH-TPI coupled enzyme inhibition counter-screen | GDH-TPI coupled enzyme counterscreen, NADH absorbance | inhibition, % at 4.8 µM | hit rate 1.2% among 360,000 | AID 588335;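 further: 0% = DMSO wells and 100% = wells lacking the enzyme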
# * = called active by the depositor; ? = inconclusive; · = no result given. Unless noted, no stated cut-off is given here; in the data, active means inhibition above about 30%; inactive means the rest.
SMILES,PrPC surface inh,Mtb UGM inh,BoNT A protease,Mtb FBA inh,BioA inh,CCHFV vOTU inh,FadD28 binding,BoNT-F LC inh,GDH-TPI inh
CCOc1cc2c3c(c1)C1(C(=O)N3C(C)(C)C=C2C)C(C#N)=C(N)Oc2cc(O)ccc21 (configuration not stated),-5,-0.8,-0.1,-3,0.9,2,-0.1,4,21
COc1ccc(CCNc2c([N+](=O)[O-])ncn2C)cc1OC,-2,-2.8,-0.3,1,-0.6,-5,-0.1,-2,-6
COc1cccc(CCc2nnc(CCC(=O)NCCC3CCCCO3)o2)c1 (configuration not stated),3,-1.2,0.8,-1,-0.4,15,-1.7,2,-1
C=CCOc1ccc(/C(O)=C2/C(=O)C(=O)N(CCCn3ccnc3)C2c2ccco2)cc1 (configuration not stated),-3,-0.1,0.2,0,-0.8,4,-1.4,-2,4
CCCN1CCC(NC(=S)Nc2ccc([N+](=O)[O-])cc2)CC1,-3,3.4,3.6,8,·,5,-0.8,-4,7
COC(=O)Cn1ccc2cc(S(=O)(=O)N3CCCCCC3)ccc21,-3,0.5,-1.3,-1,-0.1,8,-0.6,4,-2
CCCCCCn1cc(C(=O)O)c(=O)c2cc(F)c(N3CCN(C(=O)OCC)CC3)cc21,0,3.6,-1.3,0,-1.8,6,-2.9,-12,-6
CC(C)CC(N=Cc1c(O)c2ccccc2oc1=O)C(=O)O (configuration not stated),-2,-0.6,0.2,-4,·,20,-3.6,-1,1
O=C1Nc2ccccc2Cc2ccccc21,-3,·,-0.6,-4,-0.9,15,-4.2,1,10
CCCCSCCCNC(=O)Nc1ccc(CC)cc1,19,-1.4,-0.7,-2,·,9,1.9,-4,7
COC(=O)C1CN(C(=O)C(C)Oc2ccc(C)c(C)c2)c2ccccc2O1 (configuration not stated),8,0.0,1.0,3,2.7,-4,-1.2,29,-4
CC(C(=O)NC1CCCCC1)N(Cc1ccc(F)cc1)C(=O)c1snc(C(N)=O)c1N (configuration not stated),-21,-0.9,-0.8,3,1.9,4,-4.7,-2,6
FC(F)Oc1ccc(-c2csc(=Nc3cccnc3)n2CC2CCCO2)cc1 (configuration not stated),9,0.1,1.9,0,1.9,4,1.1,-5,6
Clc1cccc(CN2CCc3c([nH]c4ccccc34)C2)c1Cl,6,-1.0,3.1,5,·,-9,-1.7,-11,3
CCC(=O)N1CCN(c2nc3ccc(Br)cc3s2)CC1,2,3.2,-0.6,-4,0.9,-4,-2.3,-2,6
CC(C)NC(=O)CSc1ccccc1C(=O)NCc1ccc2c(c1)OCO2,3,4.1,-0.3,3,-0.7,8,0.5,6,8
c1ccc(CCc2nc(-c3ccc(-n4cccc4)cc3)no2)cc1,7,3.0,-1.2,0,-2.4,5,-2.1,-12,1
CCCCCN(C(=O)CCC(=O)OC(C)C(=O)NCc1ccccc1)c1c(N)n(CCCC)c(=O)[nH]c1=O (configuration not stated),1,-2.5,-4.2,0,·,4,-2.3,-9,-3
Cc1cccc(C)c1NC(=O)CSc1nnnn1C,-3,0.3,-0.6,-1,-2.5,-6,-1.3,-6,20
Cc1c(NC(=O)C(C)Sc2nc3ccccc3c(=O)n2CCO)c(=O)n(-c2ccccc2)n1C (configuration not stated),3,-0.2,-7.2,-1,-0.2,2,-4.5,-5,-16
COc1ccc(-c2nn(-c3ccccc3)cc2C(=O)N/N=C/c2ccc([N+](=O)[O-])o2)cc1,0,0.6,1.1,-1,·,-15,-0.6,3,4
CC(=O)Nc1ccc(-c2csc(NC(=O)C3CSC4(C)CCC(=O)N34)n2)cc1 (configuration not stated),-10,-0.1,-3.7,-2,-2.0,6,-4.5,-8,4
COc1ccc(N2CCN(C(c3cccs3)C(C)NS(C)(=O)=O)CC2)cc1 (configuration not stated),-3,-1.1,1.3,1,·,10,-1.1,1,-6
Cc1cccc(N2CCN(S(=O)(=O)c3cccc4nonc34)CC2)c1C,1,-0.4,0.3,-5,·,-16,-3.4,-2,-4
CCS(=O)(=O)CCn1c([N+](=O)[O-])cnc1C,-9,-3.1,-0.4,3,-0.3,9,-2.0,-9,15
CC(C)(C)S(=O)(=O)c1ccc2nc3c(n2c1)CCCC3,9,-2.4,-0.3,25,-0.4,-8,0.8,-28,16
COC(=O)c1ccc(CSc2nnnn2Cc2ccccc2)cc1,7,-0.1,-1.0,2,·,14,-1.2,-14,10
O=C(Nc1cc(-c2nc3ncccc3o2)ccc1Cl)c1ccco1,-5,1.7,1.4,2,-0.6,9,-0.6,9,8
Cc1c(C)c2ccc(OCC(=O)N[C@@H](Cc3ccccc3)C(=O)O)cc2oc1=O,3,1.8,-0.9,77*,0.3,-24,0.1,6,12
CC(C)n1c(SCc2ccccc2F)nc2c1c(=O)n(C)c(=O)n2C,22,1.0,0.0,-2,1.4,-5,-1.6,-7,10

# Some of these compounds in order of molecular weight, descending.
SMILES,PrPC surface inh,Mtb UGM inh,BoNT A protease,Mtb FBA inh,BioA inh,CCHFV vOTU inh,FadD28 binding,BoNT-F LC inh,GDH-TPI inh
CCCCCN(C(=O)CCC(=O)OC(C)C(=O)NCc1ccccc1)c1c(N)n(CCCC)c(=O)[nH]c1=O (configuration not stated),1,-2.5,-4.2,0,·,4,-2.3,-9,-3
COc1ccc(-c2nn(-c3ccccc3)cc2C(=O)N/N=C/c2ccc([N+](=O)[O-])o2)cc1,0,0.6,1.1,-1,·,-15,-0.6,3,4
COc1ccc(N2CCN(C(c3cccs3)C(C)NS(C)(=O)=O)CC2)cc1 (configuration not stated),-3,-1.1,1.3,1,·,10,-1.1,1,-6
Cc1c(C)c2ccc(OCC(=O)N[C@@H](Cc3ccccc3)C(=O)O)cc2oc1=O,3,1.8,-0.9,77*,0.3,-24,0.1,6,12
CC(C)NC(=O)CSc1ccccc1C(=O)NCc1ccc2c(c1)OCO2,3,4.1,-0.3,3,-0.7,8,0.5,6,8
CC(C)n1c(SCc2ccccc2F)nc2c1c(=O)n(C)c(=O)n2C,22,1.0,0.0,-2,1.4,-5,-1.6,-7,10
COC(=O)c1ccc(CSc2nnnn2Cc2ccccc2)cc1,7,-0.1,-1.0,2,·,14,-1.2,-14,10
c1ccc(CCc2nc(-c3ccc(-n4cccc4)cc3)no2)cc1,7,3.0,-1.2,0,-2.4,5,-2.1,-12,1
Cc1cccc(C)c1NC(=O)CSc1nnnn1C,-3,0.3,-0.6,-1,-2.5,-6,-1.3,-6,20
CCS(=O)(=O)CCn1c([N+](=O)[O-])cnc1C,-9,-3.1,-0.4,3,-0.3,9,-2.0,-9,15

# (more compounds)
SMILES,PrPC surface inh,Mtb UGM inh,BoNT A protease,Mtb FBA inh,BioA inh,CCHFV vOTU inh,FadD28 binding,BoNT-F LC inh,GDH-TPI inh
CC(C)c1cc(C(=O)N/N=C/C=C/c2ccccc2)n[nH]1,-1,-1.3,0.5,-2,·,5,-5.3,5,29
O=C(COC(=O)CSc1ccccc1)NNC(=O)c1ccc([N+](=O)[O-])cc1,-16,3.2,·,3,-1.6,15,-0.8,·,10
COC(=O)c1cnn(-c2ccc(F)cc2F)c1/C=N/NC(=S)NC(C)(C)C,-6,5.0,-4.2,-1,-1.2,5,-0.7,?,36*
O=C(/C=C/c1cccc([N+](=O)[O-])c1)N1CCN(C(=O)c2ccco2)CC1,-23,0.4,0.6,-1,·,-4,-1.9,1,1
COc1ccc(NC(=O)Cc2c(F)cccc2Cl)c(OC)c1,1,-1.3,-0.3,3,-1.7,1,-0.6,-6,2
CC1CCCC(NC(=O)COC(=O)c2cccnc2Cl)C1C (configuration not stated),1,2.1,-0.3,3,0.4,5,-0.7,0,3
Cc1sc2ncnc(N(C)C3CCCCC3)c2c1C,8,-0.6,-0.7,1,3.3,4,-2.4,-4,-10
CC(C)=CCOc1c2ccoc2c(OCC=C(C)C)c2oc(=O)ccc12,8,·,-0.9,-1,-0.1,4,-1.1,-11,15
CC(=O)c1c(C)[nH]c(C(=O)C(C)Sc2nnc(NC3CC3)s2)c1C (configuration not stated),11,-2.6,-0.4,0,13,9,-0.5,-13,14
CCc1ccccc1NC(=O)CN(c1ccc(OC)cc1OC)S(=O)(=O)c1ccccc1[N+](=O)[O-],5,0.2,-0.1,2,·,13,-3.7,-7,-4
Cn1c(Cn2nnc3ccccc32)nnc1SCC(N)=O,-1,0.5,-3.4,0,-1.0,5,-2.9,-20,5
C[C@H](CO)N1C[C@H](C)[C@H](CN(C)S(=O)(=O)c2cccc(F)c2)OCc2ccccc2-c2c(n(C)c3ccccc23)C1=O,-2,·,-0.4,0,-0.7,8,-1.6,-8,3
O=C(Cn1nnc(-c2ccccc2)n1)Nc1cccc(S(=O)(=O)N2CCOCC2)c1,4,-3.4,1.4,2,2.8,-4,-0.1,1,-1
CC(C)CCNC(=O)c1sc2ccc(S(=O)(=O)N3CCCCC3)cc2c1N,17,1.6,-0.7,-1,·,15,-3.2,-1,5
Cc1nc2ccccn2c1C(=O)CSc1ccccc1Cl,19,-1.1,-0.4,-1,-0.7,3,-1.4,2,26

# Profiles from above.
# Cc1sc2ncnc(N(C)C3CCCCC3)c2c1C is listed with PrPC surface inh = 8; Mtb UGM inh = -0.6; BoNT A protease = -0.7; Mtb FBA inh = 1; BioA inh = 3.3; CCHFV vOTU inh = 4; FadD28 binding = -2.4; BoNT-F LC inh = -4; GDH-TPI inh = -10
# CC1CCCC(NC(=O)COC(=O)c2cccnc2Cl)C1C (configuration not stated) is listed with PrPC surface inh = 1; Mtb UGM inh = 2.1; BoNT A protease = -0.3; Mtb FBA inh = 3; BioA inh = 0.4; CCHFV vOTU inh = 5; FadD28 binding = -0.7; BoNT-F LC inh = 0; GDH-TPI inh = 3

# The list goes on:
SMILES,PrPC surface inh,Mtb UGM inh,BoNT A protease,Mtb FBA inh,BioA inh,CCHFV vOTU inh,FadD28 binding,BoNT-F LC inh,GDH-TPI inh
Cc1ccc(S(=O)(=O)CCSc2n[nH]c(=O)n2-c2ccc3c(c2)OCCO3)cc1,-1,-0.3,·,-2,·,-9,-1.1,·,5
Cc1ccc(N2C(=O)CS(=O)C(c3ccccc3)C2=O)cc1C (configuration not stated),-5,0.1,-0.1,0,·,-5,0.5,4,3
Cn1ncc(Cl)c(Oc2ccc(C(C)(C)C)cc2)c1=O,0,1.0,-0.5,-9,·,-7,-3.4,-2,5
CCCCN1C(=S)NC[C@@H]1Cc1ccc(O)cc1,6,3.9,-0.4,-1,2.1,-13,-4.1,-6,-7
Cn1c(O)c(C=NCCN2CCN(C(=O)Nc3ccccc3)CC2)c(=O)n(C)c1=O,-4,1.1,·,3,-1.1,-9,-1.2,·,-5
Cc1cccc(Cn2cnc3c(nnn3Cc3ccc(Cl)cc3)c2=O)c1,9,3.2,-1.0,5,-3.4,2,0.5,-5,24
Cc1nc2ncnn2c(C)c1CCC(=O)Nc1csc(N)n1,-1,-2.2,?,-1,-1.3,-4,-2.6,3,2
O=[N+]([O-])c1nccn1CC(O)CO (configuration not stated),-16,·,-0.3,·,·,7,·,-6,·
OCCN=C(c1ccccc1)C12CN3CN(CN(C3)C1)C2,0,-0.7,0.1,-1,1.5,11,-4.4,2,4
COc1cccc(C2=N/C(=C\N(C)C)C(=O)O2)c1,-18,-1.2,1.6,0,-1.4,22,-0.3,19,37*
CSCCC(NC(=O)c1ccoc1C)C(=O)O (configuration not stated),3,1.9,-0.4,1,-1.5,17,-1.7,-5,12
O=S(CC(O)(c1ccccc1)c1ccccc1)CC(O)(c1ccccc1)c1ccccc1,-4,·,-0.1,-1,0.0,-6,-2.2,-7,9
Cc1cccc(N(C(=O)CS(=O)CC(=O)Nc2ccc3c(c2)OCO3)C(C)C(=O)NC2CCCC2)c1C (configuration not stated),8,2.6,-0.7,1,·,13,-7.7,-5,-10
CC1CCc2nn(CC(=O)Nc3ccc(F)cc3F)cc2C1 (configuration not stated),0,3.9,-0.1,2,-1.4,0,-0.4,-8,6
C=CCNC(=S)N/N=C/c1ccc(-c2ccc(OC)cc2)o1,10,-1.4,0.4,29*,·,-14,-0.7,0,14
O=C(c1ccc([N+](=O)[O-])cc1)N(Cc1ccccc1)Cc1ccccc1,3,·,-0.9,16,0.1,18,-2.6,-5,3
Cc1cc(OCc2nc3ccccc3s2)ccc1N,2,-0.6,3.2,-1,·,0,-0.4,6,1
Cc1ncc(C[n+]2ccc(C)c(C)c2)c(N)n1,3,1.9,0.6,3,-1.0,-2,-1.2,-2,3
CC(C)CCNC(=O)CNC(=O)c1cccs1,3,0.0,-0.9,0,-1.3,-10,-2.6,-2,8
Cc1nn(C)cc1C(=O)c1ccccc1,6,-0.2,-3.5,4,-1.3,-7,1.1,29,0
